From PubChem BioAssay
TCR-CD3 inh – blocks the human TCR-CD3 interaction | AID 651800 | TAMRA-labeled TCR probe fluorescence, biochemical | 360,000 tested, 0.37% active | inhibition, % at 9.4 µM; in the data active = inhibition above about 19%;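 also: recombinant mutant TCR 2C K166C tagged with TAMRA read by polarization; 0% = receptor in buffer alone and 100% = receptor with positive control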
HTRA1 inh – HTRA1 (human) protease inhibition; Q92743; recombinant HTRA1, FP-rhodamine activity-based probe, fluorescence polarization; inhibition, % at 5.96 µM; 340,000 tested, 0.5% active; AID 504803; in the data active = inhibition above about 36%;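 also: 0% = enzyme with DMSO and 100% = wells lacking enzyme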
GC-A act – GC-A (human) enzyme activation; P16066; HEK293 GC-A cells, cGMP TR-FRET, EC30 ANP; 0% at EC30 ANP, 100% saturating ANP; AID 1671463; activation, % at 10 µM; 370,000 tested, 0.14% active; in the data active = activation above about 40%
GC-B act – GC-B (human) receptor activation; AID 1920062; P20594; activation, % at 10 µM; 370,000 tested, 0.11% active; HEK293-GC-B cells, CNP EC30, cGMP TR-FRET; 0% at EC30 CNP, 100% saturating CNP;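 active = activation at 10 µM reaching about 35% in either raw or pattern-adjusted values, limit read from the data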
SIAE primary – inhibitors of human sialic acid acetylesterase SIAE | Q9HAT2 | SIAE FP-Rh probe binding, fluorescence polarization | inhibition, % at 9.66 µM | 370,000 tested, 0.69% active;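 active = inhibition above a cutoff: mean of compounds within the control limits plus 3 SD of those, cut at about 17% in these data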;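 also: 0% = plate median of compound wells and 100% = probe without SIAE protein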
rCAG binder – r(CAG) repeat RNA binding. 370,000 tested, 1.3% active. inhibition, % at 3 µM. AID 651821. TO-PRO-1 dye displacement fluorescence;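 active = inhibition above the plate cutoff, the mean of all test compounds on that plate plus 3 SD, cut at about 35% in these data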;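 also: 0% = DMSO alone and 100% = 100 µM mitoxantrone as full dye displacement; higher means more dye released from RNA so lower well fluorescence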
MBD2 DNA inh – MBD2-methylated oligo binding inhibition | TR-FRET, MBD2 binding to methylated oligonucleotide | 370,000 tested, 0.31% active | inhibition, % at 4.4 µM | AID 686964; in the data active = inhibition above about 13%
Target sequence (Q9UBB5 whole entry, looked up): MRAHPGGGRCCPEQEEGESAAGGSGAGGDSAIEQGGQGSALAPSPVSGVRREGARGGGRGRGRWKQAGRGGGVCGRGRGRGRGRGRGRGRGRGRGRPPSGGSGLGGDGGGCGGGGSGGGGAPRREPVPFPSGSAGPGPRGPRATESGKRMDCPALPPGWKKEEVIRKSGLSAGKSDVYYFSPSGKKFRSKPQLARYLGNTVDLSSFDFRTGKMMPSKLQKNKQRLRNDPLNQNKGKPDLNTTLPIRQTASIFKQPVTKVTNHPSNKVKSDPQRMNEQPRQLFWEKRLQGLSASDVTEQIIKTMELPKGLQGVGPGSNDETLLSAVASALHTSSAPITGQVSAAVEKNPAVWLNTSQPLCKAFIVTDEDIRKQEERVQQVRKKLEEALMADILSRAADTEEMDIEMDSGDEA
PRMT1 inh – PRMT1 (human) inhibition, primary screen; Q99873; recombinant PRMT1, activity-based probe fluorescence polarization; inhibition, % at 2.79 µM; 370,000 tested, 1.3% active; AID 652257;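 active = inhibition above about 21% made by adding two undisclosed values, limit read from the data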
mABHD4 FP – inhibitors of mouse ABHD4. AID 720543. 370,000 tested, 0.54% active. purified mABHD4, FP-Rh probe fluorescence polarization. Q8VD66. inhibition, % at 8.92 µM;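 active = inhibition exceeding the mean over every tested compound plus 3 SD, cut at about 30% in these data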;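 also: 0% = plate median of compound wells and 100% = S159A mutant with DMSO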
Target sequence (Q8VD66 whole entry, looked up): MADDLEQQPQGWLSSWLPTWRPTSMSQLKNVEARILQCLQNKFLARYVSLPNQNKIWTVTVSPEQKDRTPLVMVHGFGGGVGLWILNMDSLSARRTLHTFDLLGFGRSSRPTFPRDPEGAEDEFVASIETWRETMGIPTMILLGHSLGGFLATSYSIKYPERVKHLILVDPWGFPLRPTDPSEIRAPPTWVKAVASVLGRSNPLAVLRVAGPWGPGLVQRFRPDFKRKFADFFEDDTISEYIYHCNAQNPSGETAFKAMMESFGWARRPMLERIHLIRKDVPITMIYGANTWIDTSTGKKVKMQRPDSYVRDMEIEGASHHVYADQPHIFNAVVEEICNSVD
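Assay system: wild-type mouse ABHD4 protein; compound: single nominal dose of 8.92 µM, 0.89% DMSO final; schedule: 45 min + 60 min at 25 °C; measured by: FP readout, ex 525 nm / em 598 nm; evaluation: % inhibition of FP-Rh probe binding versus controls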
UHRF1 binding – blocks human UHRF1 binding to methylated DNA. inhibition, % at 4.4 µM. 370,000 tested, 0.75% active. Q96T88. UHRF1 binding to methylated oligo, TR-FRET. AID 687016; in the data active = inhibition above about 21%;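 also: UHRF1 SRA domain binding a hemimethylated CpG hairpin DNA probe; 0% = median of test compound wells and 100% = reference inhibitor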
Numbers without * were called inactive.

Results for CC1Cc2ccccc2N1C(=O)C1CCCN1S(=O)(=O)c1ccc(Cl)cc1 (stereo not given) ?
TCR-CD3 inh: 1; HTRA1 inh: -12; GC-A act: -11; GC-B act: -2; SIAE primary: 5; rCAG binder: 0; MBD2 DNA inh: -1; PRMT1 inh: -3; mABHD4 FP: -4; UHRF1 binding: -2

How did CCOC(=O)c1c(NC(=O)c2ccccc2C(=O)O)sc2c1CCC2 do in these assays?
TCR-CD3 inh: -6; HTRA1 inh: -1; GC-A act: -2; GC-B act: 0; SIAE primary: 8; rCAG binder: 47*; MBD2 DNA inh: -2; PRMT1 inh: 3; mABHD4 FP: 4; UHRF1 binding: -1

What do the screens show for `CC(C)Oc1ccc(C(=O)NC(C)(C)CO)cc1`?
TCR-CD3 inh: 2; HTRA1 inh: 1; GC-A act: -1; GC-B act: 1; SIAE primary: 5; rCAG binder: 2; MBD2 DNA inh: 1; PRMT1 inh: -3; mABHD4 FP: 7; UHRF1 binding: 0

How did Cc1cccc(C)c1-n1c(C)nn(CC2CC2)c1=O do in these assays?
TCR-CD3 inh: -1; HTRA1 inh: 7; GC-A act: -1; GC-B act: 2; SIAE primary: 4; rCAG binder: 0; MBD2 DNA inh: -6; PRMT1 inh: -4; mABHD4 FP: 3; UHRF1 binding: -2

What do the screens show for `CN(C)S(=O)(=O)c1cccc(-c2nn(-c3ccccc3)cc2/C=C(\C#N)c2nc3ccccc3[nH]2)c1`?
TCR-CD3 inh: 7; HTRA1 inh: -49; GC-A act: 6; GC-B act: 10; SIAE primary: -110; rCAG binder: 10; MBD2 DNA inh: -4; PRMT1 inh: -1; mABHD4 FP: 6; UHRF1 binding: -3

What do the screens show for `COc1cccc(/C=C/C(=O)Nc2ccccc2N2CCOCC2)c1`?
TCR-CD3 inh: 6; HTRA1 inh: 5; GC-A act: 3; GC-B act: -2; SIAE primary: 6; rCAG binder: -9; MBD2 DNA inh: -4; PRMT1 inh: -3; mABHD4 FP: 1; UHRF1 binding: -1

How did N#Cc1ccc(COC(=O)CCc2c[nH]c3ccccc23)cc1 do in these assays?
TCR-CD3 inh: -4; HTRA1 inh: 3; GC-A act: -5; GC-B act: 1; SIAE primary: 9; rCAG binder: -6; MBD2 DNA inh: -1; PRMT1 inh: 4; mABHD4 FP: -4; UHRF1 binding: 4

How did O=C(CCC(=O)N1CCN(S(=O)(=O)c2ccccc2)CC1)NC1CCCc2ccccc21 (stereo not given) do in these assays?
TCR-CD3 inh: -1; HTRA1 inh: 3; GC-A act: 2; GC-B act: 3; SIAE primary: -3; rCAG binder: -5; MBD2 DNA inh: 5; PRMT1 inh: 3; mABHD4 FP: 5; UHRF1 binding: -1

How did CC1=Nc2cc(C(=O)NCCCOC(C)C)ccc2Sc2ccc(C)cc21 do in these assays?
TCR-CD3 inh: 2; HTRA1 inh: -8; GC-A act: -5; GC-B act: -6; SIAE primary: -6; rCAG binder: -9; MBD2 DNA inh: 2; PRMT1 inh: 4; mABHD4 FP: 1; UHRF1 binding: 0

Results for COC(=O)CN1C(=O)C2(C(C#N)=C(N)Oc3ccccc32)C2=C1CC(C)(C)CC2=O (stereo not given) ?
TCR-CD3 inh: 3; HTRA1 inh: -2; GC-A act: 4; GC-B act: -3; SIAE primary: -1; rCAG binder: -1; MBD2 DNA inh: -6; PRMT1 inh: -2; mABHD4 FP: 3; UHRF1 binding: -3

How did Cc1nn(C)c(C)c1NC(=O)/C(C#N)=C\N(C)C do in these assays?
TCR-CD3 inh: -7; HTRA1 inh: 3; GC-A act: 4; GC-B act: 3; SIAE primary: -4; rCAG binder: 0; MBD2 DNA inh: 1; PRMT1 inh: -1; mABHD4 FP: 3; UHRF1 binding: 1

What do the screens show for `COC(=O)Cc1c(C)nc2nc(-c3ccco3)[nH]n2c1=O`?
TCR-CD3 inh: 1; HTRA1 inh: 0; GC-A act: 0; GC-B act: 2; SIAE primary: 1; rCAG binder: 5; MBD2 DNA inh: -1; PRMT1 inh: -4; mABHD4 FP: 1; UHRF1 binding: -1

How did O=[N+]([O-])c1ccc(N2CCNCC2)cc1Sc1nc2ccccc2[nH]1 do in these assays?
TCR-CD3 inh: -1; HTRA1 inh: -9; GC-A act: -7; GC-B act: -13; SIAE primary: -2; rCAG binder: 4; MBD2 DNA inh: -13; PRMT1 inh: 0; mABHD4 FP: -2; UHRF1 binding: -12

How did CCOc1ccc2nc(NS(=O)(=O)c3cccs3)sc2c1 do in these assays?
TCR-CD3 inh: 1; HTRA1 inh: -3; GC-A act: -3; GC-B act: 2; SIAE primary: 3; rCAG binder: 19; MBD2 DNA inh: 7; PRMT1 inh: 1; mABHD4 FP: 10; UHRF1 binding: 0

Results for COc1ccc(Cl)cc1Nc1nnc(-c2ccncc2)s1 ?
TCR-CD3 inh: -6; HTRA1 inh: -10; GC-A act: -9; GC-B act: 3; SIAE primary: -3; rCAG binder: 1; MBD2 DNA inh: -3; PRMT1 inh: 4; mABHD4 FP: -3; UHRF1 binding: 3

Results for CCC(C)NC(=O)N[C@@H](Cc1ccccc1)C(=O)O (stereo not given in full) ?
TCR-CD3 inh: -7; HTRA1 inh: 3; GC-A act: -1; GC-B act: 2; SIAE primary: 0; rCAG binder: 3; MBD2 DNA inh: 3; PRMT1 inh: -1; mABHD4 FP: 6; UHRF1 binding: 4

How did O=C(NCc1cccnc1)/C(=C/c1ccc(-c2cccc(C(F)(F)F)c2)o1)NC(=O)c1ccccc1 do in these assays?
TCR-CD3 inh: -7; HTRA1 inh: -33; GC-A act: -1; GC-B act: 9; SIAE primary: -6; rCAG binder: 5; MBD2 DNA inh: -1; PRMT1 inh: 9; mABHD4 FP: -16; UHRF1 binding: 6

Results for COC(=O)C(C(=O)NCC1CCCO1)C1CCCCCC1 (stereo not given) ?
TCR-CD3 inh: 5; HTRA1 inh: -2; GC-A act: 2; GC-B act: -4; SIAE primary: 1; rCAG binder: 1; MBD2 DNA inh: 0; PRMT1 inh: 0; mABHD4 FP: -3; UHRF1 binding: 0

Results for CC(=O)Nc1ccc(NC2=C(Cl)C(=O)c3ccccc3C2=O)cc1 ?
TCR-CD3 inh: 4; GC-A act: 20; GC-B act: 6; SIAE primary: 7; rCAG binder: 0; MBD2 DNA inh: -8; PRMT1 inh: 3; mABHD4 FP: 9; UHRF1 binding: -5

What do the screens show for `CC(C)(C)C(=O)N1CCC(O)(CS(=O)(=O)c2ccc(Cl)c(Cl)c2)CC1`?
TCR-CD3 inh: 5; HTRA1 inh: 2; GC-A act: -2; GC-B act: 3; SIAE primary: 9; rCAG binder: -6; MBD2 DNA inh: 2; PRMT1 inh: 0; mABHD4 FP: 1; UHRF1 binding: 0

Results for COc1cccc(NC(=O)CSc2nc3c(sc4ccccc43)c(=O)n2CCCN2CCCC2)c1 ?
TCR-CD3 inh: 1; HTRA1 inh: -14; GC-A act: -12; GC-B act: -7; SIAE primary: -17; rCAG binder: 18; MBD2 DNA inh: 1; PRMT1 inh: 4; mABHD4 FP: 0; UHRF1 binding: -4

What do the screens show for `Cc1cc(NC(=O)c2ccc(Br)c([N+](=O)[O-])c2)no1`?
TCR-CD3 inh: -2; HTRA1 inh: 4; GC-A act: 0; GC-B act: -6; SIAE primary: 9; rCAG binder: 1; MBD2 DNA inh: 3; PRMT1 inh: 3; mABHD4 FP: 3; UHRF1 binding: 3

How did C=CCNC(=S)N1CCC(Cc2ccccc2)CC1 do in these assays?
TCR-CD3 inh: 6; HTRA1 inh: 0; GC-A act: 1; GC-B act: 3; SIAE primary: 6; rCAG binder: -3; MBD2 DNA inh: -1; PRMT1 inh: 0; mABHD4 FP: -3; UHRF1 binding: 0

How did CCOC(=O)/C(C#N)=C(\O)c1ccc(NC(=O)c2ccc([N+](=O)[O-])cc2)cc1 do in these assays?
TCR-CD3 inh: -5; GC-A act: 2; GC-B act: -1; SIAE primary: 5; rCAG binder: 8; MBD2 DNA inh: 0; PRMT1 inh: 1; mABHD4 FP: 2; UHRF1 binding: -2

What do the screens show for `CC1(C)C[C@H](O)[C@]2(CO)CC[C@]3(C)C(=CCC4[C@@]5(C)CC[C@H](O)C(C)(C)C5CC[C@]43C)[C@@H]2C1` (stereo not given in full)?
TCR-CD3 inh: -3; HTRA1 inh: -10; GC-A act: 1; GC-B act: -14; SIAE primary: -1; rCAG binder: -3; MBD2 DNA inh: -5; PRMT1 inh: -7; mABHD4 FP: 4; UHRF1 binding: 3

What do the screens show for `O=C(CCCCCN1C(=O)[C@@H]2Cc3ccccc3CN2C1=O)Nc1cccc(F)c1`?
TCR-CD3 inh: 5; HTRA1 inh: -4; GC-A act: -3; GC-B act: -3; SIAE primary: -3; rCAG binder: -3; MBD2 DNA inh: 3; PRMT1 inh: 0; mABHD4 FP: -2; UHRF1 binding: 3

How did NC(=O)/C(=C/c1ccco1)NC(=O)/C=C/c1ccccc1 do in these assays?
TCR-CD3 inh: 6; HTRA1 inh: 17; GC-A act: -1; GC-B act: -1; SIAE primary: 6; rCAG binder: 4; MBD2 DNA inh: -3; PRMT1 inh: 7; mABHD4 FP: 16; UHRF1 binding: -2

How did COc1ccccc1/C=C/C1(C(=O)NC2CCCC2)CC(=O)N1c1ccc(C)cc1 (stereo not given) do in these assays?
TCR-CD3 inh: 2; HTRA1 inh: -36; GC-A act: -15; GC-B act: -5; SIAE primary: -1; rCAG binder: -7; MBD2 DNA inh: -2; PRMT1 inh: 0; mABHD4 FP: -7; UHRF1 binding: -3

Molecules above that contain a cyano group, in the order listed:
What do the screens show for `CN(C)S(=O)(=O)c1cccc(-c2nn(-c3ccccc3)cc2/C=C(\C#N)c2nc3ccccc3[nH]2)c1`?
TCR-CD3 inh: 7; HTRA1 inh: -49; GC-A act: 6; GC-B act: 10; SIAE primary: -110; rCAG binder: 10; MBD2 DNA inh: -4; PRMT1 inh: -1; mABHD4 FP: 6; UHRF1 binding: -3

How did N#Cc1ccc(COC(=O)CCc2c[nH]c3ccccc23)cc1 do in these assays?
TCR-CD3 inh: -4; HTRA1 inh: 3; GC-A act: -5; GC-B act: 1; SIAE primary: 9; rCAG binder: -6; MBD2 DNA inh: -1; PRMT1 inh: 4; mABHD4 FP: -4; UHRF1 binding: 4

Results for COC(=O)CN1C(=O)C2(C(C#N)=C(N)Oc3ccccc32)C2=C1CC(C)(C)CC2=O (stereo not given) ?
TCR-CD3 inh: 3; HTRA1 inh: -2; GC-A act: 4; GC-B act: -3; SIAE primary: -1; rCAG binder: -1; MBD2 DNA inh: -6; PRMT1 inh: -2; mABHD4 FP: 3; UHRF1 binding: -3

How did Cc1nn(C)c(C)c1NC(=O)/C(C#N)=C\N(C)C do in these assays?
TCR-CD3 inh: -7; HTRA1 inh: 3; GC-A act: 4; GC-B act: 3; SIAE primary: -4; rCAG binder: 0; MBD2 DNA inh: 1; PRMT1 inh: -1; mABHD4 FP: 3; UHRF1 binding: 1

How did CCOC(=O)/C(C#N)=C(\O)c1ccc(NC(=O)c2ccc([N+](=O)[O-])cc2)cc1 do in these assays?
TCR-CD3 inh: -5; GC-A act: 2; GC-B act: -1; SIAE primary: 5; rCAG binder: 8; MBD2 DNA inh: 0; PRMT1 inh: 1; mABHD4 FP: 2; UHRF1 binding: -2

This is a subset; rates above refer to the full screens.
